High-throughput results as filed in PubChem BioAssay.
RXFP1 ag: RXFP1 (human) receptor agonism. HEK293T-RXFP1 cAMP TR-FRET, 30 min; response scale: percent of porcine relaxin response, buffer zero. Potency, µM (top dose mostly 57.5 µM), for inactives: at the top dose activation, most hits filed as activators. 0.3% of 370,000 active. AID 2676; active = well fitted activation curve with a large enough effect; note: potency is the fitted concentration of half-maximal effect; % is set by controls: 0 for no effect and ±100 for the full control effect; nearly all actives have a fitted effect of over 60% in size; many of its hits are not listed in these tables
Target sequence (Q9HBX9 whole entry, looked up): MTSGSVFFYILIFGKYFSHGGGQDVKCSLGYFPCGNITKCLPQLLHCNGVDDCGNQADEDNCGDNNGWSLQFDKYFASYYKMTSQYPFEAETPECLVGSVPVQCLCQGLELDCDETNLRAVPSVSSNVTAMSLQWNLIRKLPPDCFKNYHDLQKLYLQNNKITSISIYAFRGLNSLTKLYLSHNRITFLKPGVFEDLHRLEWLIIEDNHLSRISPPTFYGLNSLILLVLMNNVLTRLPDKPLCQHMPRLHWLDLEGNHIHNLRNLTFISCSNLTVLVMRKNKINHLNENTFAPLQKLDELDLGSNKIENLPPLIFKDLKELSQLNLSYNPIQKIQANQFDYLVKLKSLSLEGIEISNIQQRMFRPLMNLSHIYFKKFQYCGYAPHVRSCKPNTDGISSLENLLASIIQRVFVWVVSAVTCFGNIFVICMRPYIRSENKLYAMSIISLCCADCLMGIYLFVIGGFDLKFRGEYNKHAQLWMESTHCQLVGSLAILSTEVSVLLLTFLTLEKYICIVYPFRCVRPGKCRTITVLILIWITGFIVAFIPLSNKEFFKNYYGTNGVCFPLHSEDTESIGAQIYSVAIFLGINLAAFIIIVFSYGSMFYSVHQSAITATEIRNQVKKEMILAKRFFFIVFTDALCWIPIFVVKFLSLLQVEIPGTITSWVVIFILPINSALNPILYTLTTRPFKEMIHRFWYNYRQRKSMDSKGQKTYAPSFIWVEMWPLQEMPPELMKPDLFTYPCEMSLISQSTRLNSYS
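Agonist response is measured as cAMP accumulation in an RXFP1-transfected HEK293T line under PDE4 inhibition. Values are scaled between buffer-only and 29 nM porcine relaxin, and EC50s come from standard Hill equation fits.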
RXFP1 antagonist: RXFP1 (human) relaxin receptor antagonism; activity change, negative = inhibition, % at 57.5 µM; HEK293-RXFP1, relaxin-stimulated cAMP HTRF, 30 min; stronger effect = lower value; AID 1259400; Q9HBX9; 0.59% of 350,000 active;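 active = activity change of -60% or lower, but not beyond a set lower limit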; note: % is set by controls: 0 for no effect and ±100 for the full control effect
D1 agonist: human D1 receptor agonism. P21728. HEK293 T-REx D1 cells, calcium flux, agonist mode. 1% of 360,000 active. activation, % at 2 µM; in the data active = activation above about 30%; note: 0% is about no effect
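Tetracycline-induced HEK293 TREx D1 cells, force-coupled to calcium signalling, were dye-loaded with a no-wash calcium kit. Compound was pin-added after a 10 s baseline. Fluorescence was read kinetically at 1 cycle/s for 180 s, with calcium rises flagged as agonism.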
D1 antagonist: blocks dopamine activation of the human D1 receptor; P21728; HEK293 TREx D1 cells, calcium flux, dopamine EC80; stronger effect = lower value; activity change, negative = inhibition, % at 10 µM; 3.2% of 360,000 active; in the data active = activity change below about -30%; note: % is set by controls: 0 for no effect and ±100 for the full control effect
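Kinetic fluorescence of a calcium dye serves as the read-out. D1-expressing Hek293 Trex cells, induced overnight at 30 C, are exposed to compound for 180 s before an EC80 dopamine addition, then read 180 s further.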
D2 PAM: positively modulates the human D2 dopamine receptor allosterically | HEK293 T-REx D2, calcium flux, EC20 dopamine potentiation | 0.34% of 340,000 active | potentiation, % at 10 µM | P14416;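 active = potentiation over 3 SD above the plate norm, cut at about 30% in these data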; note: 0% is about no effect
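Using a no-wash calcium dye in inducible, force-coupled HEK293 Trex cells expressing D2, we tracked fluorescence each second for 180 s after compound, then for 180 s after EC20 dopamine to detect augmented signalling.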
TRHR PAM: allosterically enhances the human TRH receptor; P34981; TRHR cells, fluo-8 calcium fluorescence, EC20 TRH enhancement; enhancement, % at 2 µM; 0.66% of 360,000 active; AID 493056; in the data active = enhancement above about 30%; note: 0% is about no effect
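Enhancer read-out: after compound pinning and an initial kinetic agonist-mode read, an EC20 of TRH (10 nM final) was injected and fluo-8 calcium signal (Ex 480/Em 530) followed at 1 s/cycle for 100 cycles in TRHR-expressing cells.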
D2 ag: D2 dopamine receptor (human) agonism. activation, % at 2 µM. HEK293 T-REx D2 cells, calcium flux agonist mode. 0.53% of 340,000 active. AID 485358;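 active = activation over 3 SD above normal in the single-dose calcium agonist read, cut at about 30% in these data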; note: 0% is about no effect
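Calcium-flux readout, 1 cycle/sec over 180 s following compound pin transfer, in inducible HEK293 Trex D2 cells (force-coupled); dopamine controls included. Positive calcium responses during this window marked compounds as potential agonists.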
D2 antagonist: antagonists of human D2 dopamine receptor | 2% of 340,000 active | inhibition, % at 10 µM | P14416 | HEK293 TREx D2 cells, calcium flux, dopamine EC80; in the data active = inhibition above about 30%; note: 0% is about no effect
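Compounds are added to dye-loaded, induced HEK293 T-REx cells coupled to calcium release via D2; after a 3 min kinetic read an EC80 dopamine stimulus is given and fluorescence is recorded for 3 more min.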
D1 potentiator: potentiators of human D1 dopamine receptor; HEK293 TREx D1 cells, calcium flux, dopamine EC20 potentiation; potentiation, % at 10 µM; 0.036% of 360,000 active; AID 504651; in the data active = potentiation above about 30%; note: 0% is about no effect
* hit, by the source's call; / = no result given. Not all compounds are listed. The share of hits here may be higher or lower than overall.

SMILES	RXFP1 ag	RXFP1 antagonist	D1 agonist	D1 antagonist	D2 PAM	TRHR PAM	D2 ag	D2 antagonist	D1 potentiator
Cc1ccc(S(=O)(=O)NCc2ccccc2)cc1C(=O)NCC(C)(C)N1CCOCC1	1.3%	2	1	-1	-5	1	0.2	-9	-8
O=C1c2ccccc2C(=O)N1Nc1ccc([N+](=O)[O-])cc1[N+](=O)[O-]	-0.3%	-19	1	4	-3	23	0.1	0	0
COc1ccccc1NS(=O)(=O)c1ccc(C)c(C(=O)NC2=NCCS2)c1	0.2%	0	0	6	13	5	0.2	9	3
Cc1ccc(OCC(=O)OC2CCS(=O)(=O)C2)cc1 (stereo not drawn)	1.5%	-1	3	5	-10	-2	0.5	-5	-3
O=C(NCC1CCCO1)c1coc2nc3ccccc3nc12 (stereo not drawn)	-0.1%	-14	4	-2	2	-4	0.6	10	4
O=C(CCc1nc(-c2ccccc2)c(-c2ccccc2)o1)OCc1ccc(Br)cc1	1.0%	6	16	13	-4	6	0.6	28	-8
O=c1c2sc3ccccc3c2n(Cc2ccc(F)cc2Cl)c(=O)n1Cc1ccccc1	5.5%	/	-1	10	2	9	-0.2	/	0
CC(OC(=O)Cc1ccc(Cl)cc1)C(=O)NCCC1=CCCCC1 (stereo not drawn)	2.2%	-12	1	-15	-9	-1	-1.3	8	-2
CN(CC(=O)Nc1nc2ccccc2s1)S(=O)(=O)c1ccccc1	1.0%	-31	8	-5	/	8	0.9	-17	-5
O=C(Cn1cnc2ccccc2c1=O)N1CCN(c2ccccc2)CC1	-0.2%	18	1	-36*	-4	2	0.0	-17	-7
Cn1cccc1/C=C(/C#N)c1ccc(F)cc1	0.8%	-4	4	-6	0	0	-0.1	5	-9
COc1ccccc1-c1sc2cc3c(cc2c1-c1ccc2c(c1)OCO2)OCO3	3.4%	/	0	/	-11	-15	0.1	-3	2
CCCCN(CCCC)c1ncnc2c1cnn2-c1cccc(C)c1	1.6%	-26	3	17	-4	-3	-0.8	/	0
CN(Cc1c(C(=O)N(C)Cc2ccccc2)nc2ccccn12)CC1Cc2ccccc2O1 (stereo not drawn)	-3.1%	3	2	-10	16	3	-1.1	25	-3
O=S(=O)(/C=C/c1ccccc1)n1cnc2ccccc21	0.1%	-2	2	-23	14	1	1.0	-5	-2
CS(=O)(=O)c1ccc(C(=O)OCC(=O)N2CCCc3ccccc32)cc1	0.8%	4	2	-14	2	1	-1.2	-12	-8
CCOc1ccc(OCC)c(NC(=O)Cn2nc(CC)n3c(cc4sccc43)c2=O)c1	-1.7%	0	1	-6	-2	0	-0.4	/	-5
CC(C)CCNC(=O)CCn1c(=S)oc2ccccc21	0.6%	2	0	-9	44*	53*	-0.1	-2	-6
CCN1CCN(CCOCCOc2ccccc2)CC1	-3.3%	0	4	-5	-2	-18	-1.0	3	-2
CCOC(=O)N1CCN(C(=O)CC(C)S(=O)(=O)c2cc3c(cc2C)NC(=O)CO3)CC1 (stereo not drawn)	0.5%	39	1	16	-7	-6	0.3	9	2
Cc1ccnc(NC(=O)Nc2ccc3c(c2)N(C)C(=O)CS3)c1	0.9%	-29	3	1	14	-23	-1.1	1	-6
CCc1nc2nc(C)c(NS(=O)(=O)c3ccc(C4CCCCC4)cc3)c(=O)n2[nH]1	0.5%	3	-1	-7	20	5	-2.1	2	0
CC(=O)Nc1cc(NC(C)=O)cc(C(=O)OCC(=O)N2CC(C)OC(C)C2)c1 (stereo not drawn)	1.4%	-3	1	-1	-3	-3	-1.7	11	-5
CCCn1nc2cc(C(=O)N(CC)c3ccc(OC)cc3)ccc2c1OCC	4.7%	/	1	13	1	6	0.0	1	-10

Taken from above.
TRHR PAM result of O=S(=O)(/C=C/c1ccccc1)n1cnc2ccccc21 reads 1
D1 antagonist result of CCCn1nc2cc(C(=O)N(CC)c3ccc(OC)cc3)ccc2c1OCC reads 13
D2 PAM result of CN(Cc1c(C(=O)N(C)Cc2ccccc2)nc2ccccn12)CC1Cc2ccccc2O1 (stereo not drawn) reads 16
TRHR PAM result of CCOC(=O)N1CCN(C(=O)CC(C)S(=O)(=O)c2cc3c(cc2C)NC(=O)CO3)CC1 (stereo not drawn) reads -6
D2 antagonist result of CC(C)CCNC(=O)CCn1c(=S)oc2ccccc21 reads -2

(next part)
SMILES	RXFP1 ag	RXFP1 antagonist	D1 agonist	D1 antagonist	D2 PAM	TRHR PAM	D2 ag	D2 antagonist	D1 potentiator
CCN(CC)Cc1c(O)ccc2c(C)c(CC(=O)OC)c(=O)oc12	15%	17	2	-4	-3	3	-0.8	0	-1
CCOc1ccc(NC(=O)c2ccc3[nH]c(=O)c(=O)[nH]c3c2)cc1	2.8%	5	1	4	0	14	-0.2	-11	-2
COc1cc(C2C(C#N)=C(N)N(c3sc4c(c3C#N)CCCC4)C3=C2C(=O)CC(C)(C)C3)cc(OC)c1OC (stereo not drawn)	0.5%	-1	0	22	0	6	0.2	7	9
O=C(CSc1nnc(-c2cccnc2)n1Cc1ccco1)c1ccc(Cl)c(Cl)c1	1.1%	6	2	18	12	-4	-0.5	14	2
CC1CN(C(=O)CCNC(=O)c2ccccc2Cl)CC(C)O1 (stereo not drawn)	-1.9%	4	4	8	0	5	0.8	3	4
CCOc1ccc(OCCC(=O)OCC(=O)NCCc2ccc(S(N)(=O)=O)cc2)cc1	0.4%	3	1	-5	-1	7	0.8	-7	-1
CN(C(=O)c1ccc(N2CCCCC2)c([N+](=O)[O-])c1)C1(C)CCS(=O)(=O)C1 (stereo not drawn)	0.7%	-19	3	5	4	0	0.0	6	2
COc1cc(C(=O)NCCCCc2ccccc2)cc(OC)c1OC	0.6%	15	6	23	-5	-3	2.1	-6	-1
CN(CC(=O)OCC(=O)Nc1ccccc1)S(=O)(=O)c1ccc(Cl)cc1	-0.4%	-3	2	-5	-5	3	-0.5	-20	-6
O=c1oc2c(CN3CCOCC3)c(O)ccc2c2c1CCC2	10.0%	-3	1	8	10	8	0.1	-2	0
CC(C)CN(CC(C)C)C1=N/C(=C\c2ccco2)C(=O)N1c1ccccc1	0.6%	-6	4	37	4	1	2.1	13	-2
CCC(NC(=S)NCc1ccc(F)cc1)c1ccc(C(C)C)cc1 (stereo not drawn)	-0.6%	-10	18	-12	4	-2	3.9	0	-5
CCNC(=O)c1ccc2c(c1)nc1n2CCCCC1	5.8%	-10	0	-7	-2	9	/	/	2
COc1cc(C)c(N(C(C)=O)c2ccccc2)c(C)c1	0.0%	-1	3	-15	-1	6	0.7	-8	-3
NC(=O)COC(=O)c1cc([N+](=O)[O-])ccc1NCCO	1.3%	-2	4	10	8	1	0.2	-2	0
Cc1ccc(C)c(NC(=O)CSc2nncn2C)c1	-0.7%	18	-3	-33*	/	-2	/	/	-5
Cc1ccc(S(=O)(=O)Nc2cc(C)c(O)cc2C)cc1	-0.3%	-3	3	-20	7	3	-1.2	-1	4
CC(O)C(NC=C1C(=O)OC(C)(C)OC1=O)C(=O)O (stereo not drawn)	1.8%	-12	8	3	-15	0	0.5	0	-2
O=C(c1ccc(Cl)c(Cl)c1)N1CCC(=O)N(C(COCc2ccc(Cl)cc2)Cc2ccccc2)CC1 (stereo not drawn)	-0.3%	/	8	-4	-8	7	-0.4	23	1
O=C(Nc1cn(-c2ccccc2)nc1-c1cccs1)c1ccco1	0.6%	0	2	-2	0	-4	0.1	2	-5
CCC(NS(=O)(=O)c1ccc(C)cc1)C(=O)N1CCN(c2ccccn2)CC1 (stereo not drawn)	1.4%	/	1	20	-4	1	1.1	4	2
FC(F)Oc1ccc(NC(=S)Nn2cnnc2)cc1	0.9%	-2	1	10	9	-6	1.2	6	-5
CC(C(=O)N1CC2(C)CC1CC(C)(C)C2)N1C(=O)c2ccccc2C1=O (stereo not drawn)	0.3%	-18	2	0	19	46*	-0.1	-7	-6
C=CCOc1cccc(/C=N/NC(=O)CC(=O)NC2CCCCC2)c1	-0.8%	-1	0	-2	-1	-9	0.5	-9	-5
CCOC(=O)C1CCCN(C(=O)c2ccccc2NC(C)=O)C1 (stereo not drawn)	-0.4%	-11	3	-11	/	10	/	/	-2
O=S1(=O)C=CC(Sc2nc3ccccc3[nH]2)C1 (stereo not drawn)	0.6%	-2	5	-10	-2	2	-1.7	-3	-5
O=C(CCCc1ccccc1)NCCCc1ccccc1	0.6%	0	0	8	2	2	0.4	-7	-12
COc1ccc(C(=O)C2CCCN(Cc3cn(C)nc3-c3ccccc3)C2)cc1F (stereo not drawn)	0.1%	-8	8	-10	-5	2	0.0	-18	-1
COc1ccc(COC(=O)C2=C(C)NC(=O)NC2c2ccccc2OC(C)C)cc1 (stereo not drawn)	-0.9%	18	0	14	-9	48*	0.1	4	4
CC1CCC(NC(=O)Cn2ncc3ccccc32)CC1 (stereo not drawn)	0.0%	/	0	6	-7	-6	0.4	-8	1
COc1cc(C)c(CN2CCC(Cc3ccccc3)CC2)cc1C	-1.0%	-19	1	-10	-19	5	/	/	-8
CN(CC(=O)Nc1ccc(Cl)cc1)C(=O)Cn1[nH]c(=O)c2ccccc2c1=O	2.1%	0	1	3	-3	3	0.1	-4	1
COc1ccc(-n2c(C)cc(C(=O)Cn3nnc4ccccc4c3=O)c2C)cc1	3.1%	-9	3	-25	13	-5	0.3	7	-1
CC(=O)Nc1ccc(S(=O)(=O)N(Cc2ccco2)Cc2cc3ccccc3[nH]c2=O)cc1	0.3%	9	1	0	/	-7	/	/	-4
COc1ccc(-c2cc(N3CCCC3)n3ncnc3n2)cc1	4.5%	-5	1	8	5	-1	0.4	-4	-3
COc1cc(C(=O)Sc2ccc(Cl)cc2)cc(OC)c1OC	4.4%	-11	6	2	3	0	0.0	1	-2
CCC(C)(C(=O)NC1CCCC1)N(Cc1ccco1)C(=O)c1ccccn1 (stereo not drawn)	0.8%	-5	3	2	-4	8	0.5	-8	-11
COc1ccccc1N(CC(=O)NCCSc1ccccc1)S(C)(=O)=O	1.8%	6	-1	-6	-3	-2	0.6	3	3
Cc1ccc(-c2cc(NC(=O)C(C)Oc3ccc(C)c(C)c3)on2)cc1 (stereo not drawn)	0.0%	-38	11	13	4	5	-1.4	/	5
CC1=NC(Nc2nc(C)c3ccccc3n2)=NC(C)(C)C1	1.8%	-19	-1	-12	/	-7	-0.6	3	-7
CCOc1nc(C)ccc1-c1noc(-c2ccccn2)n1	3.0%	7	2	0	12	0	2.3	-8	2
O=C(NC(=O)c1c(Cl)cccc1Cl)Nc1ccc(Oc2cccnc2)nc1	0.6%	-9	5	-8	16	1	-0.4	-10	-9

One compound at a time, as listed above. Order of screens: RXFP1 ag, RXFP1 antagonist, D1 agonist, D1 antagonist, D2 PAM, TRHR PAM, D2 ag, D2 antagonist, D1 potentiator
Listed for `Cc1ccc(-c2cc(NC(=O)C(C)Oc3ccc(C)c(C)c3)on2)cc1` (stereo not drawn) = 0.0%, -38, 11, 13, 4, 5, -1.4, /, 5
Listed for `COc1ccccc1N(CC(=O)NCCSc1ccccc1)S(C)(=O)=O` = 1.8%, 6, -1, -6, -3, -2, 0.6, 3, 3
